Compound activity from PubChem.
TrxR1 inh = qHTS Assay for Inhibitors of Mammalian Selenoprotein Thioredoxin Reductase 1 (TrxR1): qHTS; Thioredoxin reductase 1, cytoplasmic (Rattus norvegicus), O89049; recombinant rTrxR1, NADPH fluorescence consumption, selenite substrate; Potency, µM (doses to about 114 µM), for inactives: at the highest dose activity change, negative = inhibition, actives largely listed as inhibitors; actives 1% (n = 390,000); AID 588453, 2011; also: % is scaled to controls: 0 for no effect and ±100 for the full control effect; nearly all actives have a fitted effect of over 65% in size
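Rat TrxR1 (90 nM in the dispensed reagent) was pre-reduced with 400 uM NADPH for 5 min at room temperature, then incubated with compound for 15 min. After 400 uM selenite was added, NADPH fluorescence (Ex 340/Em 450 nm) was followed for 8 min.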
TrxR1 substrate = qHTS Assay for Substrates of Mammalian Selenoprotein Thioredoxin Reductase 1 (TrxR1): qHTS | actives 0.01% (n = 390,000) | purified TrxR1 substrate turnover, NADPH consumption readout | AID 588456, 2011 | Potency, µM (top dose mostly 114 µM), for the others: at the highest dose activity change, negative = substrate turnover | Thioredoxin reductase 1, cytoplasmic (Rattus norvegicus), O89049; also: % is scaled to controls: 0 for no effect and ±100 for the full control effect; nearly all actives have a fitted effect of over 50% in size
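Rat TrxR1, dispensed at 90 nM, was prereduced with 400 uM NADPH (final) for 5 min at ~22 deg C, then incubated with compound 15 min before 400 uM selenite. A first-read NADPH fluorescence drop versus no-compound background flagged substrates.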
Vif-APOBEC3F blk = qHTS for Inhibitors of Vif-A3F Interactions: qHTS; HeLa A3F-eYFP + Vif (tagged APOBEC3F with the HIV-1 protein that degrades it), YFP fluorescence increase; Potency, µM (series often up to 46.1 µM), inactives show at the top dose activity, negative = active; actives 0.2% (n = 390,000); AID 602313, 2012; also: % of control where 0% means no effect; nearly all actives have a fitted effect of over 65% in size
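HeLa cells stably expressing A3F-eYFP plus Vif, plated and incubated overnight at 37 deg C, then exposed to compounds overnight at 37 deg C. Blocked degradation read as raised yellow fluorescence (Ex 488/Em 500-530).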
Vif-APOBEC3G blk = qHTS for Inhibitors of Vif-A3G Interactions: qHTS | DNA dC->dU-editing enzyme APOBEC-3G (Homo sapiens), Q9HC16 | HeLa A3G-eYFP + Vif (tagged APOBEC3G with the HIV-1 protein that degrades it), YFP fluorescence, overnight | Potency, µM (doses to about 46.1 µM), inactives show at the top dose activity, negative = active, most hits filed as inhibitors | actives 0.076% (n = 410,000);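 also: % is scaled to controls: 0 for no effect and ±100 for the full control effect; nearly all actives have a fitted effect of over 60% in size; hits raise eYFP signal because A3G escapes Vif-driven loss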
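HeLa cells stably expressing Vif and C-terminally eYFP-tagged A3G, seeded overnight at 37 deg C, then exposed to compound by pintool overnight at 37 deg C. Rise in yellow fluorescence (Ex 488/Em 500-530, Acumen) marks blocked Vif-driven A3G degradation.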
IDH1 R132H inh = qHTS for Inhibitors of mutant isocitrate dehydrogenase 1 (IDH1): qHTS | Isocitrate dehydrogenase [NADP] cytoplasmic (Homo sapiens), O75874 | IDH1-R132H enzyme, NADPH consumption, diaphorase/resazurin fluorescence | Potency, µM (doses to about 76.6 µM), for the others: at the highest dose activity change, negative = inhibition, hits mostly inhibitors | actives 0.093% (n = 390,000) | AID 602179, 2012; also: % is scaled to controls: 0 for no effect and ±100 for the full control effect; nearly all actives have a fitted effect of over 65% in size
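IDH1-R132H (0.5 ug/mL dispensed) in pH 7.5 Tris buffer was preincubated 30 min with compound, then given a substrate mix of 0.016 mM NADPH and 2 mM alpha-KG for 80 min at room temperature; remaining NADPH was read by diaphorase/resazurin fluorescence.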
RGS4 inh = Inhibitors of Regulator of G Protein Signaling (RGS) 4: qHTS; Regulator of G-protein signaling 4 (Homo sapiens), P49798; actives 0.039% (n = 390,000); Transcreener GDP fluorescence polarization, RGS4-accelerated GTP hydrolysis; Potency, µM (top dose mostly 114 µM), for inactives: at the top dose activity change, negative = inhibition, hits mostly inhibitors; AID 504845, 2011; also: % is scaled to controls: 0 for no effect and ±100 for the full control effect; nearly all actives have a fitted effect of over 75% in size; some results filed as inactive show a strong effect at the top dose
Target sequence (P49798 whole entry, looked up): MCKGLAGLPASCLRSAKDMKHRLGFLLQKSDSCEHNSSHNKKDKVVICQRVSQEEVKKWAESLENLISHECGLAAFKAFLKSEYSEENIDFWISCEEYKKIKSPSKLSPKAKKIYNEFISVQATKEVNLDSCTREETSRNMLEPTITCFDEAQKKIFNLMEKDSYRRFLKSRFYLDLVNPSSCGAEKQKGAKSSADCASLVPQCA
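MLSMR compounds (23 nl, pin-transferred) preincubated 10 min at room temperature with a 500nM (2x) first reagent, then RGS4 at 900nM (2x) plus Transcreener GDP mix added; fluorescence polarization (620/688 nm) read before and after 90 min at 30 °C.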
12-LOX inh = Primary qHTS assay for inhibitors of human arachidonate 12S-lipoxygenase (ALOX12): Round 2 | AID 1671190, 2021 | purified 12hLO, xylenol orange hydroperoxide absorbance | actives 1.1% (n = 580,000) | Potency, µM (series often up to 108 µM), without a hit: at the highest dose activity change, negative = inhibition, actives largely listed as inhibitors; also: % is scaled to controls: 0 for no effect and ±100 for the full control effect
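Purified human 12hLO at 150 nM in 25 mM Hepes, 0.01% Triton X-100, pH 7.0, preincubated 15 min at room temperature with compound. Reaction started with 40 uM arachidonic acid, 30 min at room temperature. Hydroperoxide measured by Fe-xylenol orange, 573/405 nm absorbance ratio.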
USP1 inh = Inhibitors of USP1/UAF1: Primary Screen; Potency, µM (top dose mostly 57.1 µM), for the others: at the highest dose activity change, negative = inhibition, actives largely listed as inhibitors; recombinant USP1/UAF1, Ub-Rhodamine cleavage fluorescence; actives 0.23% (n = 390,000); Ubiquitin carboxyl-terminal hydrolase 1 (Homo sapiens), O94782; AID 743255, 2014; also: % is scaled to controls: 0 for no effect and ±100 for the full control effect; nearly all actives have a fitted effect of over 60% in size; inactives centre near -12
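USP1/UAF1 complex at 1 nM was preincubated with compound for 15 min at room temperature, then Ub-Rho substrate (150nM final) was added. Fluorescence (480/540 nm) was read kinetically, 6 reads every 60 seconds.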
RXFP1 ag = qHTS Assay for Agonists of the Relaxin Receptor RXFP1 | actives 0.3% (n = 370,000) | AID 2676, 2010 | HEK293T-RXFP1 cAMP TR-FRET, 30 min; response scale: percent of porcine relaxin response, buffer zero | Relaxin receptor 1 (Homo sapiens), Q9HBX9 | Potency, µM (top dose mostly 57.5 µM), inactives show at the top dose activation, actives largely listed as activators; also: % is scaled to controls: 0 for no effect and ±100 for the full control effect; nearly all actives have a fitted effect of over 60% in size; many of its hits are not listed in these tables
Target sequence (Q9HBX9 whole entry, looked up): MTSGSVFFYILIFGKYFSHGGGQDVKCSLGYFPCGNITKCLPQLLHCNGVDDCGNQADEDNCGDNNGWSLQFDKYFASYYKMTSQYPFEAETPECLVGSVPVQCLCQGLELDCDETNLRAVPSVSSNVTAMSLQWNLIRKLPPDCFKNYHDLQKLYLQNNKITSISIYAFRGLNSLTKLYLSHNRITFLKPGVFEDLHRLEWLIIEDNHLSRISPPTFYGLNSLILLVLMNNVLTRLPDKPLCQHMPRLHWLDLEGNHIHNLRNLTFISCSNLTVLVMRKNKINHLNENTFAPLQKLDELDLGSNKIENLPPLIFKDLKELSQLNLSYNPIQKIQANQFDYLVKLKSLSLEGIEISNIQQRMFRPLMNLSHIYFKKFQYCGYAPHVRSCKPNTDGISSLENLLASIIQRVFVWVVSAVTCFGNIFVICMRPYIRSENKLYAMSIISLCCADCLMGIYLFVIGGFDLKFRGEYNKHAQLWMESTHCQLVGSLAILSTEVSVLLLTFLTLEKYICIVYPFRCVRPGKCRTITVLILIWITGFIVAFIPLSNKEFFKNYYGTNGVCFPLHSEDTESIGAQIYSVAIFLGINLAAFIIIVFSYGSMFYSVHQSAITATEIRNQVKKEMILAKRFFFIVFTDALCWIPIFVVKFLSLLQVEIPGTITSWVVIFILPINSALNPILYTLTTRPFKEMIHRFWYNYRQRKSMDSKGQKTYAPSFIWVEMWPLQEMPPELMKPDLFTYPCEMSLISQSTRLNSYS
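HEK293T cells stably expressing RXFP1 were pretreated with the PDE4 inhibitor Ro 20174, exposed to compounds for 30 min at 37C, lysed, and cAMP was read by TR-FRET. Data normalized to buffer (basal) and 29 nM porcine relaxin (100%).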
Numbers without * were called inactive; [ ] = dose if it differs, or a comment. Calls follow the shape of the dose curve; as a rule, active = well fitted curve in the direction sought with a large enough effect; inconclusive = small, poorly fitted or top-dose-only effect, or another doubt; inactive = no such curve, though single readings can be large; an effect the other way counts as inactive or inconclusive. Potency is read from the fitted curve at half-maximal effect. An excerpt. The share of hits here may be higher or lower than overall.

`COC(=O)[C@@H](NC(=O)NCc1ccc(F)cc1)C(C)C` gave TrxR1 inh -13%[57.1 µM], TrxR1 substrate 3%[57.1 µM], Vif-APOBEC3F blk -1%, Vif-APOBEC3G blk 1%, IDH1 R132H inh 14%, RGS4 inh -22%, 12-LOX inh 18%, USP1 inh -15% and RXFP1 ag -1.2%.
For COc1ccc(-c2c(C(=O)O)c(C(=O)O)c3n2CCC3)cc1 the results were TrxR1 inh -5%, TrxR1 substrate 0%, Vif-APOBEC3F blk 0%, Vif-APOBEC3G blk -8%, IDH1 R132H inh 0%, RGS4 inh 27%, 12-LOX inh -13%, USP1 inh -23% and RXFP1 ag 0.4%.
`COc1ccccc1/C=N/n1c(N)c(C(=O)NC2CCCCC2)c2nc3ccccc3nc21` gave TrxR1 inh -18%, TrxR1 substrate 11%, Vif-APOBEC3F blk -9%, Vif-APOBEC3G blk 2%, IDH1 R132H inh -3%, RGS4 inh 19%, 12-LOX inh 2%, USP1 inh -12% and RXFP1 ag 3.6%.
`CCOC(=O)c1c(NC(=O)c2ccco2)sc2c1CCCCC2` gave TrxR1 inh 57%[activator], TrxR1 substrate 41%[activator], Vif-APOBEC3F blk -16%, Vif-APOBEC3G blk 0%, IDH1 R132H inh 0%, RGS4 inh 12%, 12-LOX inh -16%, USP1 inh -14% and RXFP1 ag 7.7%.
CC1C(=O)CCC1(C(=O)O)c1ccccc1 (stereo not given) was read as TrxR1 inh -8%[57.1 µM], TrxR1 substrate -14%, Vif-APOBEC3F blk -2%, Vif-APOBEC3G blk 1%, IDH1 R132H inh 2%, RGS4 inh -8%[11.4 µM], 12-LOX inh 12%, USP1 inh 5% and RXFP1 ag 0.5%.
`CSCCC(NC(=O)COc1ccccc1)C(=O)N1CCN(c2ccccc2O)CC1` (stereo not given) gave TrxR1 inh -16%, TrxR1 substrate 0%, Vif-APOBEC3F blk 5%, Vif-APOBEC3G blk 0%, IDH1 R132H inh 2%, RGS4 inh 4%, 12-LOX inh -16%, USP1 inh -23% and RXFP1 ag 0.6%.
O=C(OCCCc1cc2ccccc2c(=O)o1)c1ccco1 was read as TrxR1 inh 5%[57.1 µM], TrxR1 substrate -9%[57.1 µM], Vif-APOBEC3F blk 2%, Vif-APOBEC3G blk -6%, IDH1 R132H inh 1%, RGS4 inh 9%, 12-LOX inh -23%, USP1 inh -28% and RXFP1 ag 0.6%.
`O=C(O)c1ccccc1C(=O)N1CCN(c2ccccc2)CC1` gave TrxR1 inh -64%, TrxR1 substrate -6%[57.1 µM], Vif-APOBEC3F blk 1%, Vif-APOBEC3G blk -5%, IDH1 R132H inh 6%, RGS4 inh -6%, 12-LOX inh 25%, USP1 inh -17% and RXFP1 ag -1.4%.
For Cc1nc(-c2cccc(S(=O)(=O)N3CCOCC3)c2)cs1 the results were TrxR1 inh 21%, TrxR1 substrate 9%, Vif-APOBEC3F blk 4%, Vif-APOBEC3G blk -6%, IDH1 R132H inh -5%, RGS4 inh inconclusive, 12-LOX inh inconclusive, USP1 inh 0% and RXFP1 ag 2.1%.
O=C1CSC(c2ccc([N+](=O)[O-])cc2)N1c1ccc(O)cc1 (stereo not given) was read as TrxR1 inh 14%[57.1 µM], TrxR1 substrate -18%[57.1 µM], Vif-APOBEC3F blk inconclusive, Vif-APOBEC3G blk 2%, IDH1 R132H inh 1%, RGS4 inh -7%, 12-LOX inh 0%, USP1 inh -15% and RXFP1 ag 0.8%.
Cc1ccc(C)c(-c2nnc(NC(=O)C3=COCCO3)o2)c1 was read as TrxR1 inh 8%[57.1 µM], TrxR1 substrate 2%[57.1 µM], Vif-APOBEC3F blk 1%, Vif-APOBEC3G blk -6%, IDH1 R132H inh -10%, RGS4 inh 4%, 12-LOX inh 2%, USP1 inh -19% and RXFP1 ag 0.2%.
For Cc1onc(-c2ccccc2Cl)c1C(=O)N(C)CC(=O)Nc1ccc(F)c(F)c1F the results were TrxR1 inh 12%, TrxR1 substrate -4%, Vif-APOBEC3F blk -2%, Vif-APOBEC3G blk 0%, IDH1 R132H inh -3%, RGS4 inh -9%, 12-LOX inh -26%, USP1 inh -21% and RXFP1 ag 0.5%.
Screening O=C(COc1ccccc1)NCc1ccc2c(c1)CCN2C(=O)c1ccc(Cl)cc1 returned TrxR1 inh 2%[57.1 µM], TrxR1 substrate -6%[57.1 µM], Vif-APOBEC3F blk -1%, Vif-APOBEC3G blk 2%, IDH1 R132H inh 0%, RGS4 inh -6%, 12-LOX inh inconclusive, USP1 inh 6% and RXFP1 ag -1.6%.
Screening O=C(N/N=C/c1ccccc1F)c1ccc(COc2ccccc2Cl)o1 returned TrxR1 inh -18%, TrxR1 substrate -16%, Vif-APOBEC3F blk -4%, Vif-APOBEC3G blk 1%, IDH1 R132H inh 11%, RGS4 inh -11%, 12-LOX inh 3%, USP1 inh -4% and RXFP1 ag -0.4%.
For Cc1ccc(OCC(=O)Nc2cccc3c2CCCC3)cc1C the results were TrxR1 inh 8%, TrxR1 substrate -1%, Vif-APOBEC3F blk 3%, Vif-APOBEC3G blk 1%, IDH1 R132H inh 9%, RGS4 inh 30%, 12-LOX inh 0%[57.4 µM] and USP1 inh -17%.

Next part (two carried over from the part before).
Screening O=C(N/N=C/c1ccccc1F)c1ccc(COc2ccccc2Cl)o1 returned TrxR1 inh -18%, TrxR1 substrate -16%, Vif-APOBEC3F blk -4%, Vif-APOBEC3G blk 1%, IDH1 R132H inh 11%, RGS4 inh -11%, 12-LOX inh 3%, USP1 inh -4% and RXFP1 ag -0.4%.
For Cc1ccc(OCC(=O)Nc2cccc3c2CCCC3)cc1C the results were TrxR1 inh 8%, TrxR1 substrate -1%, Vif-APOBEC3F blk 3%, Vif-APOBEC3G blk 1%, IDH1 R132H inh 9%, RGS4 inh 30%, 12-LOX inh 0%[57.4 µM] and USP1 inh -17%.
`O=C(CCNC(=O)c1ccccc1)Nc1cccnc1` gave TrxR1 inh 14%[57.1 µM], TrxR1 substrate 3%, Vif-APOBEC3F blk 0%, Vif-APOBEC3G blk 1%, IDH1 R132H inh -2%, RGS4 inh inconclusive, 12-LOX inh 228%[activator], USP1 inh 0% and RXFP1 ag -0.6%.
Screening O=C(c1ccccc1)c1ccc(C(=O)N2CCN(c3ccccc3Cl)CC2)cc1 returned TrxR1 inh 5%, TrxR1 substrate -2%, Vif-APOBEC3F blk 2%, Vif-APOBEC3G blk -4%, IDH1 R132H inh -1%, RGS4 inh 10%, 12-LOX inh -15%, USP1 inh -6% and RXFP1 ag -0.5%.
Screening COc1ccc(CN(CC(=O)NCC2CCCO2)C(=O)CNS(=O)(=O)c2ccccc2)cc1 (stereo not given) returned TrxR1 inh 34%[activator], TrxR1 substrate 12%, Vif-APOBEC3F blk 2%, Vif-APOBEC3G blk -1%, IDH1 R132H inh -5%, RGS4 inh 18%, 12-LOX inh inconclusive, USP1 inh -19% and RXFP1 ag 5.6%.
COc1ccc(CCNC(=O)CCc2ccc(S(=O)(=O)NCC(C)C)cc2)cc1OC was read as TrxR1 inh 20%[11.4 µM], TrxR1 substrate -4%[57.1 µM], Vif-APOBEC3F blk -7%, Vif-APOBEC3G blk -4%, IDH1 R132H inh -6%, RGS4 inh -18%, 12-LOX inh -5%, USP1 inh -24% and RXFP1 ag 1.6%.
CCN(c1ccccc1)S(=O)(=O)c1nnc(NC(=O)COc2ccc(OC)cc2)s1 was read as TrxR1 inh 0%, TrxR1 substrate 7%[11.4 µM], Vif-APOBEC3F blk 8%, Vif-APOBEC3G blk 4%, IDH1 R132H inh -4%, RGS4 inh 12%, 12-LOX inh -1%, USP1 inh 3% and RXFP1 ag -3.1%.
For Cc1ccc(OCC(=O)NNC(=O)c2ccoc2C)c(Br)c1 the results were TrxR1 inh 3%, TrxR1 substrate -2%, Vif-APOBEC3F blk -21%, Vif-APOBEC3G blk -4%, IDH1 R132H inh 0%, RGS4 inh inconclusive, 12-LOX inh 0%, USP1 inh -13% and RXFP1 ag 0.4%.
